CHX counter: Cycloheximide Counterscreen for Small Molecule Inhibitors of Shiga Toxin | cell reporter, cycloheximide protein synthesis inhibition counterscreen | max response, % | 300,000 compounds, 12% hits | AID 2314, 2010; in the data active means max response mostly above about 13%, no sharp cut-off; inactive means mostly below about 14%; further: read at 38.3 µM for the half of the compounds with a filed dose; 0% is about no effect
Pf growth 48h: Primary qHTS for delayed death inhibitors of the malarial parasite plastid, 48 hour incubation. P. falciparum luciferase growth in erythrocytes, 48 h. 310,000 compounds, 5.9% hits. Potency, µM (top dose mostly 28.7 µM), inactives show top-dose activity change, negative = inhibition, most hits filed as inhibitors; further: potency means the concentration at half of the fitted maximal effect; on the % scale 0 is the no-effect control and ±100 the full control effect
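Growth was read as firefly luciferase luminescence after a 48 h, 37 C, 5% CO2 exposure of compounds to reporter-bearing P. falciparum cultures (0.1% parasitemia, 2% hematocrit final) in Albumax-supplemented RPMI 1640.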
AMA1-RON2 inh: qHTS for Inhibitors of AMA1-RON; Towards Development of Antimalarial Drug Lead: Primary Screen; Potency, µM (titrated, usually from 58.2 µM), for inactives: at the top dose activity change, negative = inhibition, most hits filed as inhibitors; 360,000 compounds, 0.2% hits; AID 720542, 2013; Plasmodium falciparum AMA1 (3D7) - RON2 peptide interaction; AlphaScreen AMA1-biotinylated RON2 peptide binding;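 further: potency means the concentration at half of the fitted maximal effect; 0% = vehicle wells and -100% = peptide control; nearly all actives have a fitted effect of over 45% in size; some results filed as inactive show a strong effect at the top dose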
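AMA1 (3D7) with his tag at 25 nM final met compounds first, then biotinylated RON2 peptide at 25 nM; detection used donor plus acceptor beads, 10 µg/mL apiece, read by AlphaScreen after 30 min at room temperature.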
Pf growth 96h: Primary qHTS for delayed death inhibitors of the malarial parasite plastid, 96 hour incubation; Potency, µM (titrated, usually from 28.7 µM), inactives show top-dose activity change, negative = inhibition, hits mostly inhibitors; AID 504834, 2011; P. falciparum luciferase reporter growth, 96 h; 320,000 compounds, 6.9% hits; further: potency means the concentration at half of the fitted maximal effect; on the % scale 0 is the no-effect control and ±100 the full control effect
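Delayed-death screen, second-generation endpoint: infected erythrocytes, 2% hematocrit, 0.05% parasitemia final; 96 hours at 37 C, 5% CO2; luciferase detection reagent; luminescence decrease equals reduced growth.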
Shiga inhibitor: A qHTS for Small Molecule Inhibitors of Shiga Toxin | 290,000 compounds, 9.2% hits | Vero cells, Shiga toxin protein synthesis inhibition reporter | inhibition, % at 38.7 µM | AID 2315, 2010; in the data active means inhibition mostly above about 28%, no sharp cut-off; inactive means mostly below about 43%; further: 0% is about no effect
LmPK inhibitor: qHTS Assay for Inhibitors of Leishmania Mexicana Pyruvate Kinase (LmPK). Q27686. purified LmPK, Kinase-Glo ATP luminescence, 1 h. Potency, µM (top dose mostly 57.5 µM), inactives show at the top dose activity change, negative = inhibition, most hits filed as inhibitors. 290,000 compounds, 0.37% hits. AID 1721, 2009; further: potency means the concentration at half of the fitted maximal effect; on the % scale 0 is the no-effect control and ±100 the full control effect
Target sequence (Q27686 whole entry, looked up): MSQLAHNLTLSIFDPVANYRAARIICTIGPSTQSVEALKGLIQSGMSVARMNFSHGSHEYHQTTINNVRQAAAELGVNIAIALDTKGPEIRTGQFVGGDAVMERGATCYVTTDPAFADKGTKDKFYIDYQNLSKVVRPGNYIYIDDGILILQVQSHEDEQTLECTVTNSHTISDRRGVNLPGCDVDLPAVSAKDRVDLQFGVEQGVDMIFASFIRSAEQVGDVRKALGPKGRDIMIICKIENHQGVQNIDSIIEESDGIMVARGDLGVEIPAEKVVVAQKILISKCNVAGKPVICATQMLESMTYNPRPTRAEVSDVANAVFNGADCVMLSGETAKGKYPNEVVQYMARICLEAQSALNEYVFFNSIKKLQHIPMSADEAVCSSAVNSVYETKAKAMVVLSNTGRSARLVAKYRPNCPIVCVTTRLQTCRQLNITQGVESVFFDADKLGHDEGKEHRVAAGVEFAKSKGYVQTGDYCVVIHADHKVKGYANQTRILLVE
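ATP generated from ADP (0.1 mM) and PEP (0.5 mM) by 0.1 nM LmPK over 1 h at room temperature (pH 7.2 imidazole buffer) was detected by coupled luciferase luminescence. Values were normalized to uninhibited and no-enzyme wells.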
Tb PYK inh: qHTS of Trypanosoma Brucei Inhibitors. TbPYK enzyme, Kinase-Glo Plus ATP luminescence, 45 min. Potency, µM (titrated, usually from 76.8 µM), for inactives: top-dose activity, negative = inhibition, usual class: inhibitors. 410,000 compounds, 0.12% hits. AID 624173, 2012; further: potency means the concentration at half of the fitted maximal effect; on the % scale 0 is the no-effect control and ±100 the full control effect; nearly all actives have a fitted effect of over 50% in size
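Screened from lowest to highest concentration, compounds were pinned into TbPYK/substrate mixtures, and ADP (130 uM final) was added. Plates sat at room temperature for 45 min prior to Kinase-Glo Plus detection by luminescence.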
Starred values were filed as active, the others as inactive; ? = inconclusive; . = not tested or not shown; & = joins results of further samples; [ ] = dose if it differs, or a comment. Unless noted, the call rests on the fitted dose curve; in most records, active means well fitted curve in the direction sought with a large enough effect; inconclusive means small, poorly fitted or top-dose-only effect, or another doubt; inactive means no such curve, though single readings can be large; an effect the other way counts as inactive or inconclusive.

SMILES	CHX counter	Pf growth 48h	AMA1-RON2 inh	Pf growth 96h	Shiga inhibitor	LmPK inhibitor	Tb PYK inh
COc1cccc(CN2CC(C(=O)NCCc3ccc(C)o3)CCC2=O)c1 (configuration not stated)	-0.7	9.5%	18.0%	?	12.6	-2.6%	1.8%
O=C(/C=C/c1ccco1)NCCc1ccccc1	47.3*	99.5%[activator]	-2.0%	?	81.2*	1.3%	0.2%
COc1cccc(OC)c1OCC(O)CN1CCN(c2ccccc2)CC1 (configuration not stated)	-1.7	-0.5%	-1.7%	0.0%	-12.7	11.0%	0.3%
O=C(c1cc2cc(Br)ccc2[nH]1)N1CCc2ccccc21	18.6*	?	-1.7%	1.47µM*	16.5	5.4%	-4.6%
O=C(COc1ccccc1)N/N=C/c1cc2c(cc1[N+](=O)[O-])OCO2	23.2*	.	2.8%	?	86.4	-1.1%	1.8%
Cc1ccc(NC2CCCN(C(=O)c3cnc4ccccn4c3=O)C2)cc1C (configuration not stated)	2.6	10.7%	-1.6%	107.8%[activator]	12.9	0.2%	-3.8%
COc1ccc(CN2CCN(Cc3cccc(Oc4ccccc4)c3)CC2)c(OC)c1OC	-4.6	-29.8%	?	-6.7%	-1.6	-19.7%	48.3%[activator]
CCOc1ccc(NC(C)C(=O)N/N=C/c2cccs2)cc1 (configuration not stated)	7.9	8.3%	-18.8%	-7.4%	29.6	3.1%	2.3%
O=C(COC(=O)CNC(=O)c1ccc(Br)o1)Nc1ccccc1OC(F)F	6.8	-10.1%	-2.5%	28.3%	4.0	2.1%	-8.2%
Cc1oc2c(c1C(=O)O)C(=O)c1ccccc1C2=O	12.8	?	-0.2%	?	44.9	-0.6%	-6.9%
CCCN(CC(=O)Nc1ccccc1C)C(=O)/C=C/c1ccc(OCC)c(OC)c1	.	9.28µM*	22.4%	?	.	.	6.4%
Cc1occc1-c1nnc(SCC(=O)c2ccc(Cl)cc2)n1C	12.5	-0.9%	-9.6%	.	36.5	-2.0%	-8.1%
Cc1c(C=O)c2cc(OCc3ccccc3)ccc2n1C	38.6*	10.0%	-1.2%	?	70.2*	1.4%	-4.2%
N#Cc1nc(COc2cccc(Cl)c2)oc1NCc1ccncc1	18.4*	?	-17.8%	?	53.5	1.0%	-3.1%
OCCCNc1ncnc2sc3c(c12)CCN(Cc1ccccc1)C3	-6.6	?	-3.9%	?	-6.5	-0.3%	-6.5%
Cc1ccc(NC(=S)NC2CCCC2)c(C)c1	11.1	?	15.0%	-2.1%	30.9	-4.5%	2.6%
O=C(CCC1CCCCC1)Nc1c[nH]c(=O)[nH]c1=O	9.0	11.0%	8.9%	.	-4.4	2.5%	3.6%
CC(=O)C1=C(O)C(=O)N(c2ccccn2)C1c1ccccc1[N+](=O)[O-] (configuration not stated)	0.7	-17.7%[0.00184 µM]	-2.1%	-10.1%	35.0	0.3%	-14.0%
CC1CCN(S(=O)(=O)c2ccc3c(c2)CCC(=O)N3CC(=O)Nc2cccc(C#N)c2)CC1	.	11.7µM*	.	?	.	.	1.6%
CC1CCCCN1CCCNC(=O)c1ccc2c(=O)n(CCc3ccccc3)c(=O)[nH]c2c1 (configuration not stated)	-6.5	.	1.4%	-10.1%	0.7	-5.7%	4.5%
O=C(COc1ccc(Cl)cc1)NNC(=O)c1ccccc1C(=O)O	-3.9	8.3%	50.9%[activator]	?	-20.9	2.3%	5.7%
OCCNC(=S)Nc1ccc2c(c1)OCCO2	2.1	-5.3%	1.8%	-2.8%	19.0	-2.4%	4.3%
CCN(CC)S(=O)(=O)c1ccc(Cl)c(NC(=O)COC(=O)c2ccc([N+](=O)[O-])o2)c1	5.6	-8.1%	-6.0%	?	-4.6	-2.7%	30.9%
COc1cccc(NC(=O)C(c2ccccc2)N2CCN(c3ccccn3)CC2)c1 (configuration not stated)	-1.3	?	-20.0%	?	-2.8	7.7%	8.3%
CN1C(=O)C(=Cc2ccc(N3CCOCC3)c([N+](=O)[O-])c2)C(=O)N(C)C1=O	-1.5	3.2%	.	0.0%	13.0	-0.6%	.
N#C/C(=C/c1cccs1)c1nc2ccccc2[nH]1	64.8*	?	7.7%	?	64.0*	-5.8%	-7.9%
CCOc1ccc2nc(NC(=O)C3=NNC(=O)CC3)sc2c1	17.2*	60.5%[activator]	40.9%[activator]	88.1%[activator]	69.3	0.1%	-17.2%
CCNC(=S)Nc1cc(OCC)c(N2CCOCC2)cc1OCC	-4.0	12.0%	0.9%	-5.3%	-14.6	1.0%	-5.6%
CCOC(=O)c1c(NC(=O)COC(=O)c2ccc(C)s2)sc2c1CC(C)(C)NC2(C)C	.	-5.6%	-14.6%	4.5%	.	.	-5.9%
Nc1nc(-c2ccco2)nn1C(=O)c1ccccc1	-2.4	-0.1%	-1.8%	35.3%[activator]	-8.7	-4.8%	2.3%
CCCCN(CCCC)CCCNC(=O)Cn1cc2c(n1)-c1c(oc(C(=O)N3CCCC3)c1C)CC2	-0.9	11.7µM*	4.1%	?	-9.3	-1.3%	6.1%&-5.8%
O=c1[nH]c(=O)n(Cc2ccccc2)c(O)c1C=NCCN1CCNCC1	4.1	19.3%	7.8%	.	15.7	0.9%	7.1%
N#CC1=C(N)Oc2cc3c(cc2C1c1ccc(Cl)cc1)OCO3 (configuration not stated)	-4.0	?	5.1%	.	-9.9	-5.0%	5.6%
CN(C)S(=O)(=O)c1cccc(C(=O)N=C2N=C3C=CC(Cl)=CN3Cc3ccccc32)c1	53.0*	?	8.9%	?	130.2*	?	-7.0%
Cc1ccc(S(=O)(=O)N2[C@@H](c3ccc(F)cc3)C(C(=O)O)=CC[C@H]2c2ccc(Cl)cc2)cc1	.	7.5%	3.5%	25.3%	.	.	8.6%
Cc1cccc(NC(=O)c2ccc(N(C)C3CCCCC3)c([N+](=O)[O-])c2)n1	20.7*	?	?	?	58.4*	7.3%	-1.7%
CCN(CC(=O)Nc1ccccc1C(F)(F)F)C(=O)c1ccccc1Cc1ccccc1	.	?	-19.1%	?	.	.	3.3%
COc1ccccc1N1CCN(c2ncnc3sc(C)c(-c4ccccc4)c23)CC1	23.3	?	?	?	54.8	6.3%	7.4%
Cc1cccc(NC(=O)CSc2nnc(NC(=O)CN3CCCCC3)s2)c1	1.0	10.2%	.	-8.5%	12.6	-2.4%	.
Cc1ccc2c(=O)[nH]c(Cc3ccccc3C(=O)O)nc2c1	-3.5	4.9%	0.0%	77.1%[activator]	-10.4	0.4%	-7.6%
Cc1nc2oc3c(NCC4CCCO4)ncnc3c2c2c1COC(C)(C)C2 (configuration not stated)	0.2	?	-13.8%	-14.2%	-8.0	-2.7%	.
Cn1cccc1/C=C1\SC(=S)N(NC(=O)c2ccc(Cl)cc2)C1=O	-2.9	-0.3%	-22.9%	22.3%	-6.4	3.1%	-0.2%
CC(Oc1ccc(Br)cc1)C(=O)NCC(C)(C)N1CCOCC1 (configuration not stated)	.	4.2%	20.8%	2.2%	.	.	-7.2%
CC(C)(C)C1CCC(=NNc2ccc(S(N)(=O)=O)cc2[N+](=O)[O-])CC1 (configuration not stated)	-1.4	0.9%	-27.4%	10.7%	-3.8	1.3%	-3.6%
COC(=O)[C@@]12CCCCN1[C@H](c1ccc(SC3CCCCC3)cc1)[C@@H]1C(=O)N(C)C(=O)[C@@H]12	.	?	0.3%	36.9%[activator]	.	.	-3.0%
O=C(CN(Cc1ccccc1)C1=NCCS1)c1ccc(Cl)cc1	-2.3	-2.3%	-9.1%	?	-2.5	5.7%	1.5%
CC(C)NOC(=O)c1ccc(Cl)cc1	46.4*	11.6%	-0.8%	?	21.3	-1.9%	0.4%
COc1cc(/C=N/Nc2nc(=O)[nH]nc2C)cc([N+](=O)[O-])c1O	25.0*	1.17µM*	91.3%[activator]	0.657µM*	56.8*	-15.9%	-6.9%
O=S(=O)(c1ccc2ccccc2c1)N1CCN(C(=S)Nc2ccc(F)c(Cl)c2)CC1	-1.6	1.04µM*	-15.2%	0.329µM*	14.3	-1.6%	-2.8%
Cc1csc(NC(=O)c2cc(C)on2)n1	.	340.5%[activator]	-5.8%	422.1%[activator]	.	.	-5.7%
(continued)
SMILES	CHX counter	Pf growth 48h	AMA1-RON2 inh	Pf growth 96h	Shiga inhibitor	LmPK inhibitor	Tb PYK inh
Cn1c(=O)c2c(nc(Sc3ncnn3CC(=O)N3CCOCC3)n2C)n(C)c1=O	0.9	4.4%	-1.1%	0.0%	-18.3	0.9%	-0.5%
CCOC(=O)C1CCCN(C(=O)CCNC(=O)Cn2ccc3ccccc3c2=O)C1 (configuration not stated)	-2.6	30.2%[activator]	3.6%	?	-5.5	0.7%	-4.4%
Cc1cc(-c2ccco2)n(CC(=O)NCCN(C)C)n1	6.7	.	19.0%	?	46.1	1.9%	-0.2%
O=C(CCn1c(=O)oc2ccccc21)N1CCN(c2ccccc2F)CC1	-0.4	8.2%	-4.1%	?	27.3	-0.3%	3.2%
CSc1nncc(-c2ccccc2)n1	18.6	?	-13.9%	?	10.9	-3.5%	-2.6%
O=C1c2ccccc2C(=O)N1CC1CCCO1 (configuration not stated)	-3.9	-5.3%	17.5%	-0.4%	-18.0	-1.7%	-1.5%
CCCCNc1cc(C(=O)O)cc(S(N)(=O)=O)c1Oc1ccccc1	-2.9	12.4%	18.0%	8.3%	-11.8	4.3%	1.6%

Screening data as filed in PubChem.
